HCV inhibitor: qHTS Assay for Inhibitors of Hepatitis C Virus (HCV); Huh7.5.1 HCVcc-Cre infection, luciferase reporter, 44 h; Potency, µM (highest dose often 41.8 µM), for the others: top-dose activity change, negative = inhibition, actives largely listed as inhibitors; 3.4% of 340,000 active; further: potency means the concentration at half of the fitted maximal effect
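HCVcc-Cre virus at an moi near 0.5 was added right after compound to cells cultured 4 h from seeding (1,000 cells/well). Luciferase activity was determined 44 h later, 15 min after substrate addition at RT.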
HCMV inh: qHTS Assay for inhibitors of the human cytomegalovirus (HCMV); HFF cells, HCMV-luciferase reporter, 72 h; hits give low values; activity change, negative = inhibition, % at 57.5 µM; 4.5% of 410,000 active; AID 1259415, 2018; in the data active means activity change below about -60%; inconclusive means no clear call, values can overlap the other calls; inactive means above about -39%
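HFF cells seeded 16 h at 37C, treated with compounds, infected with luciferase-reporter HCMV at MOI 1 PFU/cell; luciferase read at 72 h post infection, normalized to buffer-only and Salinomycin controls.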
Giardia FBPA inh: qHTS Assay for Inhibitors of Fructose-1,6-bisphosphate Aldolase from Giardia Lamblia; A8B2U2; purified Giardia FBPA; Potency, µM (top dose mostly 59.6 µM), for inactives: top-dose activity, negative = inhibition, most hits filed as inhibitors; 0.71% of 290,000 active; AID 2451, 2010; further: potency means the concentration at half of the fitted maximal effect; nearly all actives have a fitted effect of over 55% in size
Target sequence (A8B2U2 whole entry, looked up): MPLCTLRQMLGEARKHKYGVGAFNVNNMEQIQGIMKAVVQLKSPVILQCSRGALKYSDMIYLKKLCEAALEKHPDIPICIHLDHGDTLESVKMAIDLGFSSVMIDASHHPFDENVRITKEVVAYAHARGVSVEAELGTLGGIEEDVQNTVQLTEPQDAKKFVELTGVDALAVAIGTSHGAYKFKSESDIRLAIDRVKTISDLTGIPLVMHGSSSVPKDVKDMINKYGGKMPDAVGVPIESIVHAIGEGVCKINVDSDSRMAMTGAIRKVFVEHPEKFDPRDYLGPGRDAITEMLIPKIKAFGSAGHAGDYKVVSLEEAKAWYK
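40 nM FBPA preincubated 10 min at RT with compound (up to 57.5 uM final), then substrate plus GAPDH/TPI/NAD/arsenate coupling and diaphorase/resazurin added. Fluorescence read after 20 min at RT, 525/598 nm.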
AmpC detergent: qHTS Inhibitors of AmpC Beta-Lactamase (assay with detergent) | Potency, µM (doses to about 114 µM), without a hit: at the highest dose activity change, negative = inhibition, most hits filed as inhibitors | AID 485294, 2010 | AmpC hydrolysis of nitrocefin, absorbance 480 nm, 0.01% Triton | P00811 | 0.041% of 370,000 active;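 further: potency means the concentration at half of the fitted maximal effect; 0% = no-compound wells and -100% = no-enzyme wells; nearly all actives have a fitted effect of over 25% in size; some results filed as inactive show a strong effect at the top dose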
Target sequence (P00811 whole entry, looked up): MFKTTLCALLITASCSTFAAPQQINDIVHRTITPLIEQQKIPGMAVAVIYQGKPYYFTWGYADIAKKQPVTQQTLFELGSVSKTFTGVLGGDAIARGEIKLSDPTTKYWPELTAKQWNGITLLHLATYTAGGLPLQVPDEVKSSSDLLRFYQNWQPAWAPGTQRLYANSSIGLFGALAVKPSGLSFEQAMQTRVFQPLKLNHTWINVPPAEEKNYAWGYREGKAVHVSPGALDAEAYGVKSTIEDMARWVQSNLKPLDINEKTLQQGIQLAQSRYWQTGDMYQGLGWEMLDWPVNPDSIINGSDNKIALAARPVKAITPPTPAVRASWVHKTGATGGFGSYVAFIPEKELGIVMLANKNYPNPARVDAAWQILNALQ
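20 mM phosphate pH 7.0 + 0.01% (detergent screen) or 0.0001% Triton X-100; 5.3 nM AmpC reagent; cpd preinc 15 min RT; nitrocefin (800 uM stock) to start; A480 q20 s × 4 min; Activity was normalised to no-enzyme and no-compound control wells.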
AMA1 RON2 block: qHTS for Inhibitors of AMA1-RON; Towards Development of Antimalarial Drug Lead: Primary Screen | Potency, µM (titrated, usually from 58.2 µM), inactives show top-dose activity change, negative = inhibition, hits mostly inhibitors | 0.2% of 360,000 active | AlphaScreen AMA1-biotinylated RON2 peptide binding | AID 720542, 2013 | Plasmodium falciparum AMA1 (3D7) - RON2 peptide interaction;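 further: potency means the concentration at half of the fitted maximal effect; 0% = vehicle wells and -100% = peptide control; nearly all actives have a fitted effect of over 45% in size; some results filed as inactive show a strong effect at the top dose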
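AMA1 (3D7) with his tag at 25 nM final met compounds first, then biotinylated RON2 peptide at 25 nM; detection used donor plus acceptor beads, 10 µg/mL apiece, read by AlphaScreen after 30 min at room temperature.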
Sm TGR inh: qHTS Assay for the Inhibitors of Schistosoma Mansoni Peroxiredoxins; Schistosoma mansoni thioredoxin glutathione reductase (TGR), Q962Y6; purified TGR, DTNB reduction, TNB absorbance 405 nm; Potency, µM (doses to about 114 µM), for the others: at the highest dose activity change, negative = inhibition, hits mostly inhibitors; 3% of 360,000 active; further: potency means the concentration at half of the fitted maximal effect; nearly all actives have a fitted effect of over 60% in size
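TGR 20 nM + NADPH 100 uM (dispensed conc.), cpd preinc 15 min RT; start with NADPH (500 uM addition) then DTNB (15 mM addition). Kinetic TNB absorbance, 405 nm filter. Four-parameter Hill fit across titration.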
An asterisk follows results filed as active; ? = inconclusive; . = not tested or not shown; & = joins results of further samples; [ ] = another dose, or the depositor's remark. Unless noted, the call rests on the fitted dose curve; in most records, active means well fitted curve in the direction sought with a large enough effect; inconclusive means small, poorly fitted or top-dose-only effect, or another doubt; inactive means no such curve, though single readings can be large; an effect the other way counts as inactive or inconclusive. Unless noted, on the % scale 0 is the no-effect control and ±100 the full control effect.

SMILES	HCV inhibitor	HCMV inh	Giardia FBPA inh	AmpC detergent	AMA1 RON2 block	Sm TGR inh
COc1ccc(OC)c(-c2cc(C(F)(F)F)c3c(n2)sc2c(O)cc(=O)[nH]c23)c1	1%	-20	10%	-4%	28%	-12%
O=C(COc1ccccc1Cl)N1CCN(c2ccc(F)cc2)CC1	14%	25	-3%	-15%	-3%	5%
CN1CCCN(c2ccc([N+](=O)[O-])nc2)CC1	-2%	5	-5%	0%	9%	?
Cc1c(Cl)ccc2c(C(=O)NCCN3CCCCC3)cc(-c3ccccn3)nc12	5.6µM*	-28	8%	1%	8%	-9%
O=C(COc1ccccc1)Nc1ccc2nc(SCC(=O)N3CCCC3)sc2c1	.	-31	.	2%	.	-11%
COc1ccc(C(=O)Nc2nc3ccccc3[nH]2)cc1S(=O)(=O)N1CCCC1	?	13	-3%	1%	-6%	2%
O=C(COc1ccc(/C=N/NC(=O)c2ccccc2O)cc1)Nc1ccc([N+](=O)[O-])cc1	?	-8	8%	-5%	8%	-18%
O=C(O)c1cccc(NS(=O)(=O)c2cccc3nsnc23)c1	4%	32	11%	?	15%	-12%
Cc1onc(-c2ccccc2Cl)c1C(=O)OCc1nnc(-c2ccccc2)o1	?	-27	.	0%	-16%	5%
CCC(=O)Nc1ccc(C(=O)Nc2ccc3c(c2)OCO3)cc1	-1%	-6	2%	7%	-3%	-27%
CCOc1ccc(OCc2ccc(C(=O)Nc3ccc(Cl)cn3)o2)cc1	?	-3	-4%	-3%	0%	-1%
COc1ccccc1NC(=O)CCn1cccc1	-6%	0	6%	-8%	-11%	?
C1=NN(c2ccccc2)C=NN1c1ccccc1	8%	70	.	.	-7%	.
Cc1cc(C(=O)COC(=O)c2nc3nccc(C)n3n2)c(C)n1CC1CCCO1 (configuration not stated)	5%	-22	-7%	3%	-8%	-2%
O=C(CC1C(=O)NCCN1Cc1ccc(Cl)c(F)c1)NCCc1cccnc1 (configuration not stated)	7%	-15	1%	4%	12%	45µM*
Cc1ccc(NC(=O)c2cnccn2)cc1S(=O)(=O)N(C)C	15%	33	8%	-8%	-9%	7%
O=C(CSc1nnc(-c2ccccc2O)n1-c1ccccc1)Nc1cccc(C(=O)O)c1	18%	-18	8%	2%	37%[activator]	14%
CC(=O)Nc1ccc(NS(=O)(=O)c2cc(Br)cc3c2N(C(=O)C2CC2)CC3)cc1	.	19	.	6%	.	7%
Cn1cccc1/C=N/NC(=O)c1ccn[nH]1	6%	-1	-14%	-8%	1%	-2%
COc1cc(C2C(C(=O)Nc3ccccc3)=C(C)Nc3nc(SCc4ccccc4F)nn32)cc(OC)c1OC (configuration not stated)	.	-17	.	-1%	.	-9%

Profiles from above. Values in the order: HCV inhibitor, HCMV inh, Giardia FBPA inh, AmpC detergent, AMA1 RON2 block, Sm TGR inh
Record of `CCC(=O)Nc1ccc(C(=O)Nc2ccc3c(c2)OCO3)cc1` → -1%, -6, 2%, 7%, -3%, -27%
Record of `O=C(COc1ccccc1)Nc1ccc2nc(SCC(=O)N3CCCC3)sc2c1` → ., -31, ., 2%, ., -11%
Record of `CC(=O)Nc1ccc(NS(=O)(=O)c2cc(Br)cc3c2N(C(=O)C2CC2)CC3)cc1` → ., 19, ., 6%, ., 7%
Record of `O=C(CSc1nnc(-c2ccccc2O)n1-c1ccccc1)Nc1cccc(C(=O)O)c1` → 18%, -18, 8%, 2%, 37%[activator], 14%
Record of `CCOc1ccc(OCc2ccc(C(=O)Nc3ccc(Cl)cn3)o2)cc1` → ?, -3, -4%, -3%, 0%, -1%

Next section
SMILES	HCV inhibitor	HCMV inh	Giardia FBPA inh	AmpC detergent	AMA1 RON2 block	Sm TGR inh
O=C(O)CCC(=O)N1CCN(S(=O)(=O)c2ccc3ccccc3c2)CC1	0%	?	.	-9%	7%	-7%
O=C(NC1CC1)C1CCN(C2CCN(Cc3ccccc3C(F)(F)F)CC2)CC1	-13%	16	.	2%	-9%	-12%
CC12CCC(=O)N1C(C(=O)Nc1ccccc1N1CCCCC1)CS2 (configuration not stated)	6%	-19	.	2%	3%	-2%
C[C@@H]1CN([C@@H](C)CO)C(=O)c2cccc(NC(=O)Nc3ccc(F)cc3)c2O[C@@H]1CN(C)Cc1ccc(Oc2ccccc2)cc1	?	22	.	.	?	.
COc1ccc(S(=O)(=O)N2CCCCC2)cc1NC(=O)CCOc1cc(C)ccc1C	?	0	.	-1%	-2%	3%
CCCC[C@@H]1CN=C(N)N1CCc1cccc(F)c1	11%	-20	.	.	5%	.
COc1cccc(CN2CCNC(=O)C2CC(=O)NCCc2cccc(C)n2)c1OC (configuration not stated)	7%	-34	-10%	-1%	2%	-35%[57.1 µM]
COC(=O)COc1ccc2c(-c3cccc([N+](=O)[O-])c3)cc(=O)oc2c1	9%	43	-30%	-8%	6%	6%
COc1ccc(C(=O)Sc2ccc(C)cc2)cc1OC	-9%	39	2%	3%	18%	2%
CN1C(=O)c2cccc3c(Cl)ccc(c23)C1=O	-15%	-36	7%	1%	-3%	-24%
O=C(COc1nnnc2ccccc12)N1CCCc2ccccc21	-8%	14	4%	3%	0%	-2%
CC(C)n1cnc2cc(NC(=O)c3ccco3)ccc21	6%	100	-1%	-8%	4%	-6%
O=C(O)c1cc2c(s1)CCCC2	24%	2	24%	-16%	43%[activator]	0%
Cc1ccccc1Nc1nnc(SCC(=O)NCc2cccs2)s1	-2%	4	3%	-3%	-2%	9%
S=c1[nH]nc(COc2ccccc2)n1/N=C/c1ccccn1	11%	-34	-7%	2%	37%[activator]	-5%
CN(CCC#N)C(=O)Cn1nc(Cc2ccncc2)c2ccccc2c1=O	-3%	12	-3%	-8%	0%	0%
CN(C)S(=O)(=O)c1cccc(C(=O)OCC(=O)N2CCCC2=O)c1	12%	?	.	-13%	3%	-7%
O=C(NCCCCNC(=O)c1c(Cl)cccc1Cl)c1c(Cl)cccc1Cl	8%	6	.	.	14%	.
CCn1c(/N=C/c2ccc(OC)cc2O)nc2ccccc21	18%	-20	?	-5%	34%[activator]	8%
CN(C)S(=O)(=O)c1ccc(S(=O)(=O)N(CC(=O)Nc2ccccc2)Cc2ccco2)cc1	-7%	-6	8%	?	-8%	4%
CC(=O)c1ccc(S(=O)(=O)Nc2cccc(-c3ccc4nncn4n3)c2)cc1	16%	46	8%	8%	4%	0%
COc1ccc(NC(=O)C2=C(C)C(=O)OC23CCC(C)CC3)c(OC)c1 (configuration not stated)	-14%	-13	-7%	-16%	-11%	-1%
Cc1ccnc(NC(=O)CCC(=O)N(CC(=O)NCc2ccccc2)Cc2cccs2)c1	8%	-14	1%	-1%	1%	-2%
COc1cccc(NC(=O)c2ccnc(N3CCC(C(=O)NCc4cc(OC)ccc4OC)CC3)c2)c1	?	.	.	3%	-7%	2%
COC(=O)c1c(NC(=O)/C=C/C(=O)O)sc(C)c1-c1ccc(C(C)C)cc1	4%	?	?	-15%	-19%	?
CC(=O)Nc1ccc(NC(=O)CSc2n[nH]c(-c3cccs3)n2)cc1	5%	-6	.	-7%	-10%	0%
COc1ccc(N(CC(=O)NCc2ccccc2OC)S(=O)(=O)c2ccccc2)cc1	20%	-17	-8%	-9%	6%	-2%
CC(C)NC(=O)N(C)C[C@H]1Oc2ccc(NS(=O)(=O)c3ccccc3)cc2C(=O)N([C@H](C)CO)C[C@@H]1C	18%	-5	.	.	3%	.
CCN(CC)C(=O)CSc1nc2c(c(-c3cccnc3)c1C#N)CCCC2	-16%	?	5%	2%	-22%	4%
O=C(Nc1ccc(Cl)c(C(F)(F)F)c1)C(Cc1ccccc1)NS(=O)(=O)c1ccc(Br)s1 (configuration not stated)	.	-9	.	19%	.	9%
Cc1nnc(NC(=O)CSc2ncnc3scc(-c4ccccc4)c23)s1	6%	-16	24%	?	-10%	-4%
COc1ccc(Cl)cc1C(=O)NNC(=O)c1ccncc1	-7%	11	-26%	-20%	15%	-10%
COc1cccc(NC(=S)N/N=C2\CC(C)(C)Oc3ccc(O)cc32)c1	9%	?	-1%	2%	42%[activator]	4%
Cc1cccc(-c2noc(CCC(=O)N3CCN(c4cc(C)ccc4C)CC3)n2)c1	1%	57	.	.	-1%	.
Cc1ccc(-c2ccc(CCC(=O)O)n2-c2ccc(C)c(Cl)c2)cc1	.	36	.	8%	.	18µM*
C[C@H](CO)N1C[C@H](C)[C@@H](CN(C)S(=O)(=O)c2cccs2)Oc2c(NC(=O)Nc3ccc4c(c3)OCO4)cccc2C1=O	-3%	18	.	.	-2%	.
COc1ccc(CCN2CC(C(=O)NCCc3ccc(C(F)(F)F)cc3)CCC2=O)cc1 (configuration not stated)	?	-39	.	-6%	86%[activator]	-6%
CCOc1ccc(N2CC(C(=O)N3CCc4ccccc43)CC2=O)cc1 (configuration not stated)	-26%	76	6%	1%	10%	4%
CC(C)C[C@H](NC(=O)Nc1ccc(Oc2ccccc2)cc1)C(=O)O	21%	35	10%	-7%	-7%	0%
COc1ccc(NC(=O)c2sc3ncn(CC(=O)N4CCN(c5ccccn5)CC4)c(=O)c3c2C)c(OC)c1	-9%	0	.	-5%	3%	-21%
COc1cccc(NC(=O)C(OC(=O)/C=C/c2ccc3c(c2)OCO3)c2ccccc2)c1 (configuration not stated)	-16%	18	1%	3%	2%	-4%
CCC1(CCC(C)C)SC(N)=NC1=O (configuration not stated)	29%	-13	.	.	-18%	.
CCOC(=O)c1cnc2ccc(OC)cc2c1NCCc1ccc(OC)c(OC)c1	5µM*	?	3%	-2%&-9%	16%	2%&-5%
COC(=O)c1sc2nc(SCc3cccc(F)c3)n(N)c(=O)c2c1C	-2%	2	5%	-1%	26%	-1%
CCCCCCCC(O)CC(CC1CCCCC1)C(=O)NN (configuration not stated)	16%	1	4%	-2%	99%[activator]	-4%
CCN(CC)S(=O)(=O)c1cccc(NC(=O)COC(=O)C2=COCCO2)c1	12%	22	.	-1%	4%[11.6 µM]	-12%
COc1ccc(OC)c(CCNC(=O)CCCn2c(=O)c3cccn3c3ccc(F)cc32)c1	.	26	.	16%	.	2%
COc1ccc([N+](=O)[O-])cc1NC(=O)C1(c2ccc(OC)c(OC)c2)CCOCC1	-13%	42	0%	2%	8%	0%
CCN(CC)S(=O)(=O)c1ccc(N2CCOCC2)c(NS(=O)(=O)c2ccc(C)cc2)c1	0%	?	-3%	-6%	0%	-3%
CC(Sc1nnc(C2CCCCC2)n1N)C(=O)NCc1ccc2c(c1)OCO2 (configuration not stated)	-4%	5	-7%	-8%	0%	8%[11.4 µM]
COc1ccc(CCNc2ncnc3c2c(-c2ccccc2)cn3-c2cccc(Cl)c2)cc1OC	.	25	.	3%	.	24%
COc1ccc(-c2nc(CS(=O)(=O)CC(=O)NCCc3ccc(C)cc3)c(C)o2)cc1	-9%	?	.	1%&-10%	13%	-31%&-6%
CC(C)NS(=O)(=O)c1ccc(NC(=O)C(C)OC(=O)CCC2CCCC2)cc1 (configuration not stated)	15%	6	.	1%	16%	-2%

Assay outcomes from PubChem BioAssay.

Not a hit list; overall some 9.3% were active at least once.
